TbMetRS inhib – T. brucei MetRS inhibitors, primary screen, biochemical, luminescence; purified T. brucei MetRS, ATP depletion, Kinase-Glo luminescence; inhibition, % at 11.9 µM; actives 0.4% (n = 360,000);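 active means inhibition above a per-plate cutoff of the control wells' mean inhibition plus 3 SD, cut at about 5.5% in these data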;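 further: 0% = DMSO wells median and 100% = median of wells with control inhibitor compound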
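Dosing: 11.9 µM single point; system: parasite MetRS enzyme; technique: luminescence of leftover ATP; times: 15 min enzyme-compound preincubation, 2 h reaction, 10 min detection, 25 °C; replicates: each compound tested once; read-out basis: percent inhibition relative to median high and low control wells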
CendR NRP1 mod – modulators of CendR peptide binding to NRP-1, primary screen, biochemical, fluorescence polarization, uHTS; FAM-RPARPAR peptide binding to NRP-1; inhibition, % at 25 µM; actives 0.85% (n = 360,000); AID 602438, 2012;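 active means inhibition or corrected inhibition above about 18%, plus a signal ratio from 0.5 to 1.5, limit read from the data, passing the limit was not always enough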; further: strong numbers were not always called active
Scp-1 inhibitor – Scp-1 phosphatase inhibitors, primary screen, biochemical, colorimetric, uHTS; Recombinant Scp1, phosphopeptide, malachite green phosphate absorbance; actives 0.88% (n = 340,000); AID 493091, 2011; inhibition, % at 20 µM; Carboxy-terminal domain RNA polymerase II polypeptide A small phosphatase 1 (Homo …;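 active means inhibition above about 50% at 20 µM, limit read from the data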;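 further: plate controls were DMSO wells with enzyme for no effect and wells lacking enzyme for full effect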
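System: truncated SCP-1 phosphatase (76-261aa); medium: Tris acetate buffer pH 5.5 with MgCl2 and Tween-20; incubation: 45 min room-temperature reaction, 5 min colour, 30 min stabiliser; compound: single 20 µM dose, 1% DMSO; reagent: Phosphorylated 17-residue peptide substrate; read-out: % inhibition at 20 µM; technique: colorimetric free-phosphate detection, absorbance 630 nm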
LMPTP inh – LMPTP phosphatase inhibitors, primary screen, biochemical, fluorescence intensity, uHTS; recombinant LMPTP-A, OMFP fluorogenic substrate; actives 0.22% (n = 360,000); inhibition, % at 20 µM;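 active means compounds that cut the enzyme signal by at least half of the control window in the single-dose screen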;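 further: plate controls were DMSO wells with enzyme plus substrate for no effect and substrate without enzyme for full effect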
Target sequence (P24666 whole entry, looked up): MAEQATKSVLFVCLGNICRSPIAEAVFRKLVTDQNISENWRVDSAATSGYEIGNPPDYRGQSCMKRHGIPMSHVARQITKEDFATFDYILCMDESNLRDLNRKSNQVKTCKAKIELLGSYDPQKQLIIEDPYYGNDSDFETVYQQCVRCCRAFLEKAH
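Test system: LMPTP-A, protein tyrosine phosphatase of low molecular weight; Input: 0.625 nM enzyme; Incubation: 50 min dark incubation at room temperature; Signal: endpoint fluorescence intensity from OMFP dephosphorylation; Read-out basis: % inhibition versus control wells.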
MsrA inh – bovine MsrA enzyme inhibitors, primary screen, biochemical, absorbance, HTS. AID 651718, 2012. inhibition, % at 15.5 µM. purified bovine MsrA, absorbance read-out. actives 0.75% (n = 360,000). Methionine sulfoxide reductase A (Bos taurus); in the data active means inhibition above about 4.5%;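 further: 0% = vehicle wells with enzyme and 100% = reference inhibitor wells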
eLon inh – inhibitors of E. coli Lon protease, primary screen, biochemical, fluorescence polarization | P0A9M0 | purified E. coli Lon protease | inhibition, % at 7.94 µM | actives 0.42% (n = 360,000); in the data active means inhibition above about 13%, passing the limit was not always enough;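 further: 0% = enzyme with probe and DMSO and 100% = no enzyme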
Target sequence (P0A9M0 whole entry, looked up): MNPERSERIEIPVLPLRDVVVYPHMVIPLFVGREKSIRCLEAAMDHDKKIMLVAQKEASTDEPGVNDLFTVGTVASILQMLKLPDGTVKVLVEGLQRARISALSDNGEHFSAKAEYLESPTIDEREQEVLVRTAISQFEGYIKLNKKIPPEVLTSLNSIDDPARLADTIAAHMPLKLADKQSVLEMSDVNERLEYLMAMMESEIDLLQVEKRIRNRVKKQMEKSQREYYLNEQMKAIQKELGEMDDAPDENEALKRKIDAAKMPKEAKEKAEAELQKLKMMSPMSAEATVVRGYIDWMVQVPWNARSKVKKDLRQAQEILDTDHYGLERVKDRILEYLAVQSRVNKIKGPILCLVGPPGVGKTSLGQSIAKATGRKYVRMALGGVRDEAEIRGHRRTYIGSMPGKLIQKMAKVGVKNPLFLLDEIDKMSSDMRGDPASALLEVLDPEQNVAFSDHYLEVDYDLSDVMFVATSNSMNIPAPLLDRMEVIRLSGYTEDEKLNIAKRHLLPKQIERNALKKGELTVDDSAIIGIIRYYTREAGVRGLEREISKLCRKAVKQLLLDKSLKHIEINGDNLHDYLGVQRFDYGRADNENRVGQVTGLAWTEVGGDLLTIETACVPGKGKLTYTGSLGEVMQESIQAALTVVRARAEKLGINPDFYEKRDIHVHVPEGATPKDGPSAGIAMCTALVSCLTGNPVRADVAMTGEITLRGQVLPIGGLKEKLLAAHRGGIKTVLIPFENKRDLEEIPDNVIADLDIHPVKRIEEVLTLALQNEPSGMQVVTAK
SUMO1 PPI mod – modulators of SUMO1 protein-protein interactions, primary screen, biochemical, uHTS; Small ubiquitin-related modifier 1 (Homo sapiens), P63165; inhibition, % at 20 µM; actives 0.33% (n = 360,000); AID 602429, 2012; SUMO1 binding to a labelled peptide, TR-FRET, 1 h; in the data active means inhibition above about 37%
Target sequence (P63165 whole entry, looked up): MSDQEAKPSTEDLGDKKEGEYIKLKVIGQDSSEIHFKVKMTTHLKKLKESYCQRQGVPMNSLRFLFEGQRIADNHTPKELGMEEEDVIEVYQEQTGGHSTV
DNMT1 inh – human DNMT1 methyltransferase inhibitors, primary screen, biochemical, molecular beacon, fluorescence, HinP1I cleavage, uHTS. DNA (cytosine-5)-methyltransferase 1 (Homo sapiens), P26358. inhibition (reported as % activation of signal), % at 10 µM. actives 0.83% (n = 360,000); in the data active means inhibition above about 50%
bovine MsrA act – bovine MsrA enzyme activators, primary screen, biochemical, absorbance, HTS; activation, % at 10.6 µM; purified bovine MsrA, absorbance read-out; actives 0.3% (n = 360,000); AID 602163, 2012; Methionine sulfoxide reductase A (Bos taurus); in the data active means activation above about 7.5%;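 further: 0% = vehicle and 100% = reference activator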
STEP block – STEP phosphatase inhibitors, primary screen, biochemical, fluorescence intensity, uHTS | Tyrosine-protein phosphatase non-receptor type 5 (Homo sapiens), P54829 | recombinant STEP, OMFP fluorogenic substrate | inhibition, % at 20 µM | actives 0.25% (n = 360,000) | AID 588621, 2011;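 active means inhibition at 20 µM, scaled per plate between control wells, above about 37%, limit read from the data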;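 further: 0% = DMSO with enzyme and substrate and 100% = substrate only without enzyme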
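System: STEP (striatal-enriched tyrosine phosphatase) enzyme, cell-free; medium: Bis-Tris pH 6.0 buffer with DTT, detergent; dosing: 20 µM, 1% DMSO; times: reaction 20 min, ambient temperature; detection: fluorescence, 480/540 nm; read-out basis: normalized % inhibition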
The depositor's hits bear a star; . = no result given.

The opening 5 entries, to show the layout:
SMILES | TbMetRS inhib | CendR NRP1 mod | Scp-1 inhibitor | LMPTP inh | MsrA inh | eLon inh | SUMO1 PPI mod | DNMT1 inh | bovine MsrA act | STEP block
CC(C)C[C@@]12C(=O)N(c3cccc(Cl)c3)C(=O)N1[C@H](c1ccc(Br)cc1)[C@@H]1C(=O)N(C(C)(C)C)C(=O)[C@@H]12 | -0.3 | 11.7 | -9.8 | 0.4 | 0.3 | 5.5 | 4.4 | -6.4 | -3.2 | -1.4
CCc1nnc(NC(=O)c2oc3ccccc3c2COC(C)C)s1 | -0.1 | 11.9 | -15.3 | 28.5 | -0.3 | -0.6 | 37.5 | -0.1 | -3.5 | 1.8
Cc1cc(C)c2nc(NCCCNC(=S)NCCCN(C)C)c(C#N)cc2c1 | -0.3 | 1.1 | -1.4 | -6.4 | -0.7 | 0.7 | -6.8 | 7.2 | -4.6 | 4.8
CC(C)C[C@H](N)c1nnc(S(=O)(=O)Cc2ccc(F)cc2)o1 | -0.5 | 11.9 | 11.5 | -2.6 | . | -0.2 | 0.3 | 3.4 | -2.8 | -1.0
Cc1cc(C)nc(NC=C2C(=O)OC(C)(C)OC2=O)n1 | -0.7 | 8.5 | -7.0 | -3.2 | 1.3 | -16.9 | -0.9 | 1.7 | -3.7 | 1.0

Results, from the first entry:
SMILES | TbMetRS inhib | CendR NRP1 mod | Scp-1 inhibitor | LMPTP inh | MsrA inh | eLon inh | SUMO1 PPI mod | DNMT1 inh | bovine MsrA act | STEP block
CC(C)C[C@@]12C(=O)N(c3cccc(Cl)c3)C(=O)N1[C@H](c1ccc(Br)cc1)[C@@H]1C(=O)N(C(C)(C)C)C(=O)[C@@H]12 | -0.3 | 11.7 | -9.8 | 0.4 | 0.3 | 5.5 | 4.4 | -6.4 | -3.2 | -1.4
CCc1nnc(NC(=O)c2oc3ccccc3c2COC(C)C)s1 | -0.1 | 11.9 | -15.3 | 28.5 | -0.3 | -0.6 | 37.5 | -0.1 | -3.5 | 1.8
Cc1cc(C)c2nc(NCCCNC(=S)NCCCN(C)C)c(C#N)cc2c1 | -0.3 | 1.1 | -1.4 | -6.4 | -0.7 | 0.7 | -6.8 | 7.2 | -4.6 | 4.8
CC(C)C[C@H](N)c1nnc(S(=O)(=O)Cc2ccc(F)cc2)o1 | -0.5 | 11.9 | 11.5 | -2.6 | . | -0.2 | 0.3 | 3.4 | -2.8 | -1.0
Cc1cc(C)nc(NC=C2C(=O)OC(C)(C)OC2=O)n1 | -0.7 | 8.5 | -7.0 | -3.2 | 1.3 | -16.9 | -0.9 | 1.7 | -3.7 | 1.0
O=C1CC(C(=O)Nc2ccccc2)N=C(N2CCOCC2)N1 (stereo not drawn) | -0.5 | 4.8 | -14.7 | -0.2 | 0.0 | 5.5 | -0.6 | 1.5 | 0.7 | -2.5
Cc1cn([C@H]2C[C@H](O)[C@@H](CCC(=O)NCCc3cnc[nH]3)O2)c(=O)[nH]c1=O | 0.6 | 13.0 | 4.1 | -0.7 | 0.8 | -5.8 | 4.4 | 5.9 | -1.5 | 2.5
CN1CCN(c2ccccc2NC(=O)c2ccc(-c3ccccc3[N+](=O)[O-])o2)CC1 | -0.2 | 6.7 | -7.1 | 1.9 | 0.2 | -2.3 | -15.3 | -8.0 | -3.3 | 0.0
Cc1ccc2c(c1)c1c(n2CC(O)CN2C(=O)CNC2=O)C(=O)CCC1 (stereo not drawn) | -0.3 | 2.7 | -6.0 | -0.6 | 2.1 | 4.3 | -16.5 | -12.5 | 0.3 | 1.7
CSc1ccc(/C=C(/NC(=O)c2ccccc2)C(=O)N2CCN(C)CC2)cc1 | 0.1 | -6.5 | -6.1 | -0.1 | 0.0 | 1.4 | 0.4 | 4.1 | -3.1 | 0.5
C[C@H](NC(=O)C1CC(=O)N(c2ccc3c(c2)OCO3)C1)C(=O)NC1CCCC1 (stereo partly drawn) | 0.4 | 16.0 | -6.3 | -1.8 | -0.7 | -4.7 | 7.1 | -1.1 | -2.6 | -2.4
COCCCN(C(=O)C1=COCCO1)c1c(N)n(Cc2ccccc2)c(=O)[nH]c1=O | -0.3 | -18.8 | . | -0.8 | 3.6 | 2.5 | -3.8 | -0.4 | -1.9 | -1.0
Cc1ccc2[nH]c3c(c2c1)CCCC3=O | -0.8 | -3.8 | -7.7 | -0.7 | 1.4 | 2.4 | -16.5 | -1.3 | -9.7 | -3.8
CCc1ccc(NC(=O)c2cccc(C(=O)Nc3ccc(CC)cc3)n2)cc1 | 0.5 | 7.4 | -1.8 | 3.0 | 1.3 | 4.2 | 3.4 | 10.7 | -5.5 | 5.2
Cc1c(C(=O)Nc2c(C)n(C)n(-c3ccccc3)c2=O)oc2ccccc12 | -1.3 | -4.0 | -5.0 | -0.8 | -0.3 | -5.8 | 1.0 | 2.6 | -10.5 | -2.8
C/[N+]([O-])=C\c1ccc([N+](=O)[O-])o1 | -0.4 | -6.9 | 5.8 | -0.6 | . | 0.2 | -21.8 | -5.2 | -3.4 | -0.6
Cc1ccc(S(=O)(=O)NNC2=NCCCCC2)cc1 | 0.1 | -10.8 | -2.5 | -2.4 | 0.8 | -2.3 | -1.9 | -1.2 | -0.8 | -0.7
CN(C)S(=O)(=O)c1ccc(C(=O)OCC(=O)N2CC3(C)CC2CC(C)(C)C3)cc1 (stereo not drawn) | -0.1 | 7.0 | -4.6 | -0.4 | 0.0 | -9.0 | 8.3 | 1.0 | -1.1 | -0.8
Cc1nc(CN2CCN(C(=O)c3ccc(Br)cc3)CC2)cs1 | -1.1 | 11.9 | 2.6 | -2.7 | 1.2 | 4.4 | 1.2 | 0.8 | -4.7 | -3.9
O=C(COC(=O)/C=C/c1ccc(F)cc1)Nc1ccc(Cl)cn1 | -0.3 | -5.4 | 0.4 | -1.8 | 0.1 | -0.5 | 0.8 | 2.5 | -7.5 | 4.1
Cc1ccccc1NC(=O)NCc1ccc2c(c1)OCO2 | -0.6 | -12.3 | -1.1 | -1.0 | 0.3 | -4.3 | -4.8 | -1.3 | -3.9 | 0.6
COc1ccc(CCN(C)C(=O)COc2cccc(-n3cnnn3)c2)cc1OC | -0.1 | 11.2 | -6.7 | -1.2 | 0.0 | -10.0 | 2.8 | 3.8 | 1.3 | -1.0
COc1ccc(CNC(=O)Nc2nc(C(N)Cc3ccc(Cl)cc3)cs2)cc1 (stereo not drawn) | -0.4 | -2.9 | . | 1.3 | 0.5 | -2.6 | -24.9 | -18.4 | -1.9 | 1.4
O=S(=O)(NCc1cn2ccsc2n1)c1ccc(Oc2ccccc2)cc1 | -0.4 | 1.3 | 2.6 | -2.5 | 0.3 | -4.8 | -1.6 | -3.4 | 2.9 | 4.4
CC(=O)Oc1cccc(-c2nc3ccccc3c(=O)o2)c1 | -0.7 | 9.7 | -4.6 | 2.1 | 0.4 | -10.0 | 4.8 | 15.6 | -13.5 | -5.3
Cc1ccc2c(c1)-c1c(cnn1CC(=O)O)CO2 | -0.9 | -12.6 | -0.6 | -1.8 | 1.1 | -1.4 | 9.9 | 1.6 | -3.0 | -6.7
CCn1cc(C(=O)O)c(=O)c2cc(F)c(N3CCN(C(=S)NC(=O)c4ccccc4)CC3)cc21 | -0.3 | 3.3 | -15.5 | 66.5* | -0.9 | -1.5 | 7.8 | -3.2 | -3.6 | -0.5
CCc1nc2ccc(C(=O)Nc3cccc(OC)c3)cn2c1N(CC)CCOC | -0.4 | 4.0 | . | -0.3 | -0.5 | -5.0 | -0.1 | -2.2 | -0.2 | 0.2
O=C(NC1CCNCC1)C1CC1 | 0.3 | 10.3 | -5.7 | -1.9 | -0.9 | -3.9 | -1.0 | -3.7 | -10.3 | -4.2
OCCSc1nc(-c2cccnc2)nc2ccccc12 | 0.1 | -0.4 | 2.5 | -1.3 | 1.7 | -4.0 | -11.4 | 9.5 | -3.2 | 3.3
CCCCCCCCOC(=O)CCn1[nH]c(=O)c2ccccc2c1=O | 0.4 | 7.5 | -7.2 | 0.2 | 0.6 | -21.4 | -0.1 | 2.6 | -0.9 | 1.4
Cc1cc(C(F)(F)F)nn1-c1nc(-c2ccco2)cc(C(F)(F)F)n1 | 0.6 | -26.9 | -4.1 | 1.8 | 0.7 | 4.5 | 11.7 | 7.2 | -3.2 | 1.5
CSc1ccccc1NC(=O)COC(=O)c1ccccc1O | -0.4 | -13.5 | -9.1 | -0.3 | 1.0 | 18.5 | -3.5 | -0.2 | -2.0 | -1.7
CCOc1cc(C2C(C(=O)N3CCCCC3)=C(C)NC3=C2C(=O)CCC3)cc(Br)c1O (stereo not drawn) | -0.9 | -0.5 | 0.2 | -0.4 | 2.4 | 7.2 | 0.4 | 0.7 | -5.6 | -4.1
CCOc1ccccc1NC(=O)CN(C)S(=O)(=O)c1cccc2nsnc12 | -0.5 | 8.7 | -12.1 | -0.9 | 1.2 | -2.9 | -23.2 | 0.1 | -1.2 | -1.1
Oc1c(N=Nc2ccccc2)sc2ccccc12 | -1.3 | -41.8 | -12.6 | 4.5 | -0.4 | -42.1 | -39.5 | -3.9 | -5.0 | 4.3
Cc1ccc(OCC(=O)NS(=O)(=O)c2ccc(Cl)cc2)cc1 | -0.2 | -2.2 | -4.5 | 0.9 | 1.0 | 3.1 | 2.4 | 2.0 | -2.0 | -0.5
COc1ccc(CNC(=O)c2c(-c3cc(Cl)c(OC)c(Cl)c3)noc2C)cc1 | 0.0 | -2.9 | -18.2 | 1.7 | 2.2 | 10.1 | 2.6 | 14.6 | 0.1 | -1.5
Cc1c(-c2nnc(-c3ccc(C(F)(F)F)cc3)o2)cnn1-c1ccccc1 | -1.0 | 9.9 | -6.0 | -3.3 | -0.6 | 0.0 | 13.9 | 6.1 | -0.3 | -5.3
CC(C)c1ccccc1NC(=O)Nc1nc(C(N)Cc2ccc(C(F)(F)F)cc2)cs1 (stereo not drawn) | -0.2 | 2.0 | . | 0.2 | -0.8 | 4.9 | -113.0 | -9.8 | 0.1 | -1.8
O=C(N/N=C/c1ccc2ccccc2c1)c1ccc(COc2ccc3c(c2)CCC3)o1 | -1.9 | 3.3 | 101.8* | 32.2 | -0.6 | -5.2 | -0.6 | 17.3 | -8.5 | 5.1
Cc1cccc(C)c1-n1nnnc1C(c1cc2ccccc2o1)N1CCN(C/C=C/c2ccccc2)CC1 (stereo not drawn) | 0.4 | -11.2 | . | 5.9 | -1.1 | -1.7 | 1.4 | 63.4* | -2.6 | 6.2
